Source: PubChem BioAssay
LAP4-GFP MLPCN: modulators of TOR pathway LAP4-GFP in S. cerevisiae. S. cerevisiae LAP4-GFP multiplex, flow cytometry GFP, 3 h; median GFP as percent of DMSO wells. GFP response vs DMSO, % at 10 µM. actives 0.34% (n = 320,000);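 active = GFP response vs DMSO above a set limit, about the screen mean plus 3 SD, cut at about 150% in these data; inconclusive = under 70 cell events counted for the yeast strain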
AGP1 TOR yeast: yeast TOR pathway AGP1-GFP modulation | S. cerevisiae AGP1-GFP multiplex flow cytometry, 3 h; GFP as percent of DMSO wells | GFP response vs DMSO, % at 10 µM | actives 0.02% (n = 320,000) | AID 2066;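 active = GFP response relative to DMSO above a set limit, near screen average plus 3 SD, cut at about 150% in these data; inconclusive = fewer than 70 cells counted for the yeast strain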;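 also: median GFP channel fluorescence of the gated AGP1 strain per well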
MEP2-GFP yeast: modulators of TOR pathway MEP2-GFP in S. cerevisiae; S. cerevisiae MEP2-GFP strain, flow cytometry GFP, 3 h; 100% = DMSO control level; GFP response vs DMSO, % at 10 µM; actives 0.51% (n = 330,000); AID 2016;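 active = GFP response versus DMSO above a set limit, roughly screen mean plus 3 SD, cut at about 180% in these data; inconclusive = fewer than 70 cells counted for a yeast strain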;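 also: median GFP fluorescence of the barcode-gated MEP2-GFP cells per well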
Yeast superoxide: lowers age-related superoxide in aged yeast cells. S. cerevisiae aged cells, superoxide DHE fluorescence; active compounds read low. superoxide response (% of plate mean), % at 10 µM. actives 0.18% (n = 330,000);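 active = superoxide response under a set limit, about three screen SD below normal, cut at about 65% in these data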;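 also: yeast aged for seven days with compound at 30 °C before DHE staining; 100% = average MFI of all compound-treated wells on the plate with controls excluded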
VLA-4 inh: inhibition in a human VLA-4 binding assay; P13612; VLA-4 expressing cells, ligand binding flow cytometry; inhibition, % (about 7 µM as worked out from the volumes in the protocol); actives 0.2% (n = 330,000); AID 2557; in the data active = inhibition above about 50%
RPL19A TOR yeast: yeast TOR pathway RPL19A-GFP modulation; S. cerevisiae RPL19A-GFP strain, flow cytometry, 3 h; active compounds read low; percent response vs DMSO, % at 10 µM; actives 0.3% (n = 330,000); AID 2025;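 active = percent response vs DMSO below 50%; inconclusive = fewer than 70 events counted for the yeast strain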;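 also: median channel GFP fluorescence of the barcoded RPL19A-GFP strain; ratio of sample median GFP to plate DMSO average so 100% = DMSO; lower means less RPL19A-GFP as with rapamycin TOR inhibition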
GRK2 inh: inhibitors of human GRK2 displacing RNA aptamer. AID 488847. bead flow cytometry, FAM-aptamer displacement from GRK2. inhibition of aptamer binding, % at 10 µM. actives 0.59% (n = 330,000);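 active = inhibition of aptamer binding above 40%, roughly 3 SD of noise, on plates passing a quality check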;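 also: median bead fluorescence of bound FAM aptamer so fluorescent compounds give negative values; no value below 0 was filed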
Target sequence (P25098 whole entry, looked up): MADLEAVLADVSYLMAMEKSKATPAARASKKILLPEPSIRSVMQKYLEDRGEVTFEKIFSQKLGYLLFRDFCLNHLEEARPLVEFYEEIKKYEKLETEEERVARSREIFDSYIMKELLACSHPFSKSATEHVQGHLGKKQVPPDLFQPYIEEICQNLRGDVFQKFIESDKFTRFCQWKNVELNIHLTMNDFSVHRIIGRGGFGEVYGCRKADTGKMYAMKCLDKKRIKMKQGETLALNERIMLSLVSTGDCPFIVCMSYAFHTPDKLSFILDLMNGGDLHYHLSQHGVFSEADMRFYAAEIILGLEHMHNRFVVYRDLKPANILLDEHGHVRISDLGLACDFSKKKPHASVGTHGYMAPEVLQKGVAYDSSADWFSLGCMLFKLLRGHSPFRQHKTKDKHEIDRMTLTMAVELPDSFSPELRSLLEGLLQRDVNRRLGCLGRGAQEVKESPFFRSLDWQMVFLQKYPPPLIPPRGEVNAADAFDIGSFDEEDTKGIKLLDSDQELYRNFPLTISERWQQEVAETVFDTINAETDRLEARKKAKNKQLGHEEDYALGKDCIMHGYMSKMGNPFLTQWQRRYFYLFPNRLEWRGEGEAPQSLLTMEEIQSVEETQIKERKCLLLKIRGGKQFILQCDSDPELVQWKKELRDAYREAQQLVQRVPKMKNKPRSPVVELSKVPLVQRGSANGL
CIT2 TOR yeast: yeast TOR pathway CIT2-GFP modulation. actives 0.065% (n = 320,000). S. cerevisiae CIT2-GFP strain, flow cytometry, 3 h; 100 means same as DMSO wells. GFP response vs DMSO, % at 10 µM;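 active = GFP response relative to DMSO above a set limit, near the screen mean plus 3 SD, cut at about 150% in these data; inconclusive = Fewer than 70 cells measured for a yeast strain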;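 also: ratio of well median GFP fluorescence to mean of DMSO wells on the plate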
* hit, by the source's call; ? = inconclusive; nt = not tested or not shown; [ ] = another dose, or the depositor's remark. Random draw from the library, and some 1.7% of all compounds hit somewhere here.

SMILES	LAP4-GFP MLPCN	AGP1 TOR yeast	MEP2-GFP yeast	Yeast superoxide	VLA-4 inh	RPL19A TOR yeast	GRK2 inh	CIT2 TOR yeast
O=C(Nc1ncnc2c1ncn2C1OC(COC(=O)c2ccccc2)C(F)C1O)c1ccccc1 (stereo unspecified)	95	96	105	88	-10	95	3	97
CCOc1ccc(OCC(=O)Nc2ccc(S(=O)(=O)Nc3cc(C)nc(C)n3)cc2)cc1	86	85	91	97	7	86	3	86
Cc1cc(Cl)c(S(=O)(=O)Nc2ccc3c(c2)OCO3)cc1OCC(N)=O	101	106	103	97	-5	98	1	102
O=C(NCCc1c[nH]c2ccccc12)c1ccc(Br)o1	97	88	97	104	2	96	0	81
Cc1cccc(OCCC(=O)Nc2ccc(C)c(S(=O)(=O)N3CCCCC3)c2)c1	118	96	99	100	17	96	1	95
CCOC(=O)c1c(C)[nH]c(C(=O)COC(=O)/C=C/c2ccc(OCC#N)c(OC)c2)c1C	98	105	98	88	5	103	1	96
COc1ccc(/C=C2\CCC(C3CCCC3)C2=O)cc1Cn1cccn1 (stereo unspecified)	111	104	93	97	0	107	1	88
COc1ccccc1NC(=O)Nc1ccc(Cl)c(S(=O)(=O)Nc2ccccc2OC)c1	103	109	108	111	10	103	0	93
COc1ccc(N2CCN(c3ccc(N)cc3C#N)CC2)cc1	107	104	102	92	9	103	0	96
Cc1[nH]n(-c2ccccc2)c(=O)c1N=Nc1cccc(Cl)c1	95	97	106	106	11	104	0	103
CCOC(=O)[C@@H]1[C@H]2COc3cc(OC)ccc3[C@@H]2N2C(=O)N(c3ccc(C(F)(F)F)cc3)C(=O)[C@@]12C	105	85	92	101	-2	94	0	68
COc1cccc(CSc2nnc(CSc3nc4nc(C)cc(C)n4n3)s2)c1	88	96	96	100	27	96	7	99
CCOC(=O)CC(NC(=O)c1ccccc1F)c1ccc(C)cc1 (stereo unspecified)	98	92	103	79	1	91	4	85
O=C(COC(=O)c1ccco1)c1ccc(F)cc1	81	93	96	91	-5	96	3	105
CCCCCCOc1cccc(N)c1	105	105	105	74	-2	99	0	97
O=S(=O)(c1cccs1)N1CCN(c2cccc(Cl)c2)CC1	115	97	104	88	-3	100	0	88
CCOc1ncccc1C(=O)OCC(=O)NCc1ccc(C(=O)OC)cc1	92	90	91	97	9	94	1	84
O=C(Oc1cccc(NC(=O)c2ccco2)c1)c1cccc(S(=O)(=O)N2CCCC2)c1	102	103	97	120	31	101	0	97
CSc1ccccc1OCc1cc(C(=O)NC(C)Cc2cccc(C)n2)no1 (stereo unspecified)	109	102	102	93	-4	105	0	105
CC(Oc1cccc(Br)c1)C(=O)NNC(=O)c1ccccn1 (stereo unspecified)	92	93	91	137	-4	93	2	83
Cn1c(C2=C(O)CN(Cc3ccccc3)C2=N)nc2ccccc21	103	101	98	99	1	98	2	99
COc1cc(C(C(=O)NC2CCCC2)N(Cc2ccccc2)C(=O)c2snc(C(N)=O)c2N)ccc1O (stereo unspecified)	99	90	111	106	-3	97	1	75
NC(=O)CSc1nnnn1-c1ccccc1Cl	101	100	99	113	10	92	2	95
Cc1ccc(C2=NN(CC(=O)O)C(=O)CC2)cc1	104	101	106	102	14	109	0	100
COc1cc(C2C3=C(CCCC3=O)OC3=C2C(=O)CCC3)ccc1OCC(=O)Nc1ccccc1	81	95	103	113	11	110	0	nt
CCC(C)(C(=O)NC1CCCC1)N(C(=O)CNC(=O)c1ccccc1)c1c(C)n(C)n(-c2ccccc2)c1=O (stereo unspecified)	94	101	111	98	12	102	0	113
CCOC(=O)Cn1c(=O)oc2cc(S(=O)(=O)NCCCc3ccccc3)ccc21	?	?	?	111	-21	?	1	?
COc1ccc(O)c(/C=C(\C#N)C(=O)Nc2cccnc2)c1	92	92	98	103	19	97	0	91
CN(C)c1ccc(C(=O)c2ccc(O)cc2O)cc1	206*	58	85	87	1	81	3	84
Cc1cc2c(s1)c1cnn(-c3ccccc3)c(=O)c1n2C	105	107	108	106	11	106	0	91
OC1CCCN(c2c3c(nc4cc(-c5cccc(F)c5)nn24)CCCC3)C1 (stereo unspecified)	102	92	94	91	35	100	9	94
COc1cccc(C2C(C#N)=C(N)N(N(C)C)C3=C2C(=O)CCC3)c1OC (stereo unspecified)	91	78	85	119	-17	93	0	85
COc1ccc(CSc2nncn2C)cc1[N+](=O)[O-]	99	110	100	110	25	104	3	103
CCN(CC)CCCN1C(=O)c2oc3ccccc3c(=O)c2C1c1cccs1 (stereo unspecified)	87	99	99	101	6	98	0	98
COC(=O)/C(=C1/Oc2cc(C)oc(=O)c2S1)C(F)(F)F	140	108	98	115	14	95	1	92
CC(=O)N/N=C(\C)CC(=O)Nc1ccc2c(c1)OCCO2	99	93	105	98	-3	102	0	101
O=C(Nc1cccc(OC(=O)c2cccnc2)c1)c1cccnc1	103[may fluoresce violet]	21[may fluoresce violet]	194*[may fluoresce violet]	99	4	59[may fluoresce violet]	0	?
c1ccc(CNc2ncnc3sccc23)cc1	96	96	110	82	1	97	0	98
CCOc1ccccc1OCC(=O)NC1CCCCC1	90	96	93	99	-9	96	1	98
CCN(C(=O)/C=C/c1cc(OC)c(OC)c(OC)c1)C1CCCCC1	95	94	108	108	15	100	nt	98
CS(=O)(=O)N(CC(=O)NCCSCc1cccc(Cl)c1)c1ccc(F)cc1	94	94	105	94	11	105	nt	98
COc1cccc(C2c3[nH]c4ccccc4c3C[C@H]3C(=O)N(CCCCCO)CC(=O)N23)c1 (stereo partly specified)	111	102	104	104	5	106	1	98
COc1nc(NCc2ccc(Cl)cc2)nc(OC)n1	89	nt	106	95	0	78	1	88
COc1ccc(C(=O)Nc2cc(Cl)ccc2-n2cncn2)c(OC)c1OC	107	103	107	114	11	100	0	95
CCN(CC)c1ccc(CNc2ccc(Br)cn2)cc1	?	?	?	99	-2	?	0	?
Cc1cc(Cl)c2oc(C(=O)N(C)Cc3ccon3)c(C)c2c1	119	92	102	116	9	101	0	93
CCn1c2ccccc2c2cc(CN3CCN(Cc4cc(OC)ccc4O)CC3)ccc21	96	95	107	94	-5	103	0	95
CCOC(=O)Cc1csc(NC(=S)NC(=O)c2cc(OC)cc(OC)c2)n1	91	92	90	115	-8	90	3	96
COc1cccc(/C=N/n2c(C)nc3ccccc32)c1OC	116	98	106	99	6	100	1	101
Cc1ccccc1NC(=O)CCS(=O)(=O)c1ccc(Br)s1	97	100	84	94	12	103	67*	98
Cc1cccc(N2CC34C=CC(O3)C(C(=O)O)C4C2=O)c1 (stereo unspecified)	98	103	100	103	6	98	0	105
COc1cc(C(=O)NC(=S)Nc2ccccc2N2CCCC2)cc(OC)c1OC	91	93	95	98	-7	96	0	91
O=C(Cn1ncc2c3ccccc3n(Cc3ccccc3F)c2c1=O)NCCCN1CCCC1=O	99	100	103	80	5	100	0	104
COc1ccc(S(=O)(=O)NCC(=O)O)cc1C(=O)NC1CCCCC1	90	96	98	94	41	102	0	96
Cc1nn(-c2ccccc2)c(C)c1/C=N/n1c(-c2ccc(C(C)(C)C)cc2)n[nH]c1=S	90	32	170	89	19	nt	4	107
Cc1ccc2cc(S(=O)(=O)NCCCN3CCOCC3)ccc2c1	96	100	103	119	-2	99	2	100
CC1CC(C)CN(CC(O)COCc2ccccc2F)C1 (stereo unspecified)	97	98	103	73	3	100	0	102
COc1ccc2[nH]c(=O)c(CN(C(=O)c3ccncc3)C(C)(C)C)cc2c1	92	98	97	114	-16	95	5	98
CC(C(=O)O)N1C(=O)C2C3c4ccccc4C(c4ccccc43)[C@@H]2C1=O (stereo partly specified)	93	95	104	78	-1	103	0	100
NS(=O)(=O)c1ccc(NC(=O)COC(=O)c2cnc(Cl)c(Cl)c2)cc1	104	99	109	107	13	109	0	108

The listing continues.
SMILES	LAP4-GFP MLPCN	AGP1 TOR yeast	MEP2-GFP yeast	Yeast superoxide	VLA-4 inh	RPL19A TOR yeast	GRK2 inh	CIT2 TOR yeast
CC(C)c1ccc(NC(=O)COc2ccc(C3SCCS3)cc2)cc1	114	103	105	101	0	99	0	94
CCOc1ccc(CCNC(=O)C2CCCN(c3ncnc4c3nc3n4CCCCC3)C2)cc1 (stereo unspecified)	94	92	126	86	10	95	3	96
O=C(Nc1cc(C(F)(F)F)ccc1Cl)C(Sc1n[nH]c(=O)[nH]c1=O)c1ccccc1 (stereo unspecified)	106	101	101	93	-5	101	0	109
CC1CCN(C(=O)Nc2cccc(NC(=O)N3CCC(C)CC3)c2)CC1	91	95	92	99	10	93	0	97
COc1ccccc1N1C(=O)c2ccccc2NC1c1cc(OC)c(OC)c(OC)c1 (stereo unspecified)	96	102	108	105	16	106	1	103
CCc1cc2cc(C(=O)Nc3ccc(C)cc3)sc2s1	101	104	98	103	15	109	0	96
COc1ccc(NC(=O)c2cn(-c3ccccc3)nc2-c2cc3ccccc3o2)cc1	97	107	105	94	1	102	1	105
CC(CCc1ccccc1)NC(=O)C1CCN(S(=O)(=O)N2CCCCC2)CC1 (stereo unspecified)	98	96	97	109	5	95	0	89
Cc1cccc(CCNC(=O)CCNS(=O)(=O)c2cc(Br)cnc2N)c1	105	103	99	84	6	100	2	100
COc1ccccc1C(=O)OCC(=O)NCCNC(=O)COC(=O)c1ccccc1OC	91	99	100	78	12	100	0	98
CC(C)c1ccc(/C=N/NC(=O)c2nnn(-c3nonc3N)c2CN(C)C2CCCCC2)cc1	92	99	98	94	-5	98	0	111
O=C(Nc1ccncc1)Nc1ccc(Cl)cc1Cl	80	88	103	99	6	111	0	81
Cc1cccc(Nc2nc(NCc3ccco3)nc(N3CCOCC3)n2)c1	120	90	97	91	16	96	2	83
O=C(CSc1nc2ccccc2n1CC(=O)N1CCOCC1)N1CCCC1	99	96	95	94	-5	96	0	92
COCc1nnc(NC(=O)CCCCCN2C(=O)c3ccccc3C2=O)s1	99	101	95	80	-3	100	0	106
COc1ccc(-c2nn(-c3ccccc3)cc2CNC[C@H]2O[C@@H](n3cnc4c(N)ncnc43)[C@H](O)[C@@H]2O)cc1	101	100	95	92	-18	98	4	103
Cc1ccc(S(=O)(=O)n2nc(C)cc2N)cc1	101	107	103	78	-13	104	26	102
CC(C)C(=O)NC(=S)N1CCc2ccccc21	86	91	96	105	9	96	2	94
O=C(Cn1[nH]c(=O)c2ccccc2c1=O)OCC(=O)c1ccc(F)cc1	107	109	101	84	7	103	1	102
Nc1nc(Br)c2ccccc2c1-c1ccccc1	92	90	92	98	13	89	0	84
Clc1ccc2c(N/N=C/c3cccnc3)ccnc2c1	104	nt	100	92	-10	100	3	109
Nc1cc(-c2ccccc2)nn1S(=O)(=O)c1ccc(Br)cc1	99	98	99	106	41	95	1	91
C=CCOc1ccc(C(=O)Nc2ncn[nH]2)cc1	101	104	107	102	-3	102	3	109
O=c1c2c3c(sc2n2cnnc2n1Cc1ccccc1)CN(Cc1ccccc1)CC3	104	100	102	113	23	97	0	99
CCOc1nc2cnccc2n(CC(=O)Nc2cccc(C)c2C)c1=O	105	106	116	108	5	106	4	112
